From PubChem
Imprint erasure: qHTS Assay for Compounds that Induce Erasure of Genomic Imprints. mouse ES Peg3-LacZ reporter, beta-gal luminescence, 40 h. Potency, µM (titrated, usually from 60.7 µM), without a hit: at the highest dose activity change, positive = activation, most hits filed as activators. hit rate 0.02% among 110,000. AID 1948, 2009;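 also: 0% = negative control wells on the plate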
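Readout: BetaGlo luminescence (5 min, room temp) for LacZ from the normally silent maternal Peg3 allele in female Peg3LacZ-Neo ES cells. Cells 300/well, 40 h, 37C, 5% CO2. Data normalized per plate to negative controls.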
p53ts 39C tox: qHTS Screen for Compounds that Selectively Target Cancer Cells with p53 Mutations: Cytotoxicity of p53ts Cells at the Nonpermissive Temperature | H1299-p53A138V viability at 39C, ATP luminescence, 24 h | Potency, µM (series often up to 46.1 µM), without a hit: at the highest dose activity change, negative = cell killing, most hits filed as cytotoxic | hit rate 1.5% among 130,000 | AID 902, 2007; also: nearly all actives have a fitted effect of over 55% in size
p53ts 32C kill: qHTS Screen for Compounds that Selectively Target Cancer Cells with p53 Mutations: Cytotoxicity of p53ts Cells at the Permissive Temperature. H1299-p53A138V at 32C, ATP luminescence viability, 24 h. Potency, µM (top dose mostly 46.1 µM), inactives show at the highest dose activity change, negative = cytotoxicity, hits mostly cytotoxic. AID 924, 2007. hit rate 0.93% among 130,000;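 also: 0% = DMSO and -100% = full killing by reference compound; nearly all actives have a fitted effect of over 55% in size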
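H1299-p53 A138V cells (temperature-sensitive p53) exposed 24 h to up to 46 uM compound at 32C, where p53 is wild-type in conformation. Viability read as ATP luminescence and normalised to DMSO and 100 uM tamoxifen. AC50 fitted with the Hill equation.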
IkB sig inh: IkB Signaling. AID 445, 2006. Potency, µM (highest dose often 57.1 µM), inactives show at the top dose IkBa stabilization activation. hit rate 0.04% among 110,000. ABC-DLBCL IkBa-CBG/CBR dual luciferase ratio, 4 h; response scale: scaled: untreated 0%, proteasome inhibitor 100%; active = well fitted curve in the direction sought with a large enough effect in the signal ratio, not every such curve was filed as active; inconclusive = small, poorly fitted or top-dose-only effect, or a change in a side signal; the % refers to the signal ratio;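 also: the direction sought is a rising ratio; 0% = basal untreated cells and 100% = reference inhibitor full response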
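Luminescence ratio of IκBα-fused green versus native red beetle luciferase in OCI-Ly3 cells, 4 h post-doxycycline with compound; red signal alone, scaled from basal (0%) to zero light (-100%), flagged nonspecific or cytotoxic effects.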
* marks the source's active call; other numbers are inactive results; ? = inconclusive; . = no result given; [ ] = dose if it differs, or a comment. Unless noted, calls follow the shape of the dose curve; as a rule, active = well fitted curve in the direction sought with a large enough effect; inconclusive = small, poorly fitted or top-dose-only effect, or another doubt; inactive = no such curve, though single readings can be large; an effect the other way counts as inactive or inconclusive. Unless noted, % is scaled to controls: 0 for no effect and ±100 for the full control effect; potency is read from the fitted curve at half-maximal effect.

canonical_smiles	p53ts 39C tox	p53ts 32C kill	IkB sig inh	Imprint erasure
COc1cc(Cl)c(C)cc1NC(=O)Cn1ncc2c3ccccc3n(Cc3ccccc3)c2c1=O	-13%	-12%	1.7%	-9%[10.9 µM]
Clc1ccc(OCc2nnc(SCc3nc4ccccc4[nH]3)n2Cc2ccco2)cc1	32%[activator]	28%	?	-18%
Fc1ccc(C2CC(c3ccccc3)n3ncnc3N2)cc1 (stereo not drawn)	7%	0%	1.5%	-11%
COc1cccc(-c2cc(C(F)(F)F)nc(N3CCC(C)CC3)n2)c1	2%	6%	0.9%	-7%
CCOC(=O)c1ccc(NC(=O)c2cc3cc(C)ccc3n2C)cc1	-4%	-8%	0.1%	11%[10.9 µM]
Cc1ccc(CSc2nc3ccncc3n2Cc2nc(-c3ccccc3C)oc2C)cc1	7.9µM*	13µM*	2.5%	-9%[10.9 µM]
CCc1ccc(CNC(=O)CCC(=O)N2Cc3cccc(OC)c3Oc3ncccc32)cc1	-16%	5%	?	5%[10.9 µM]
CCOC(=O)C1(c2ccccc2)NC(c2ccccc2C)C2C(=O)N(c3ccc4c(c3)OCO4)C(=O)C21 (stereo not drawn)	-4%	1%	.	.
CN(C)S(=O)(=O)c1ccc(S(=O)(=O)N2CCN(CCC#N)CC2)cc1	4%	-6%	-1.9%	-2%
CN(C)S(=O)(=O)c1nc(Cl)c2[nH]cnc2n1	-8%[9.22 µM]	-4%[9.22 µM]	0.7%[11.4 µM]	4%[10.9 µM]
CSc1ccc(CCNC(=O)c2c(C)nn(-c3ccc(F)cc3)c2-n2cccc2)cc1	?	58%[activator]	-0.7%	-5%[10.9 µM]
Cc1occc1-c1nnc(SCC(=O)NC2CCCC2)n1-c1ccccc1	25%	-2%	.	.
CC(C)(C)C1CCC2(CC1)C(C#N)=C(SCC(=O)NC1CCCCC1)NC(=O)C2C#N (stereo not drawn)	23%	40%[activator]	?	-12%
Cc1ccc(C)c(S(=O)(=O)N2CCN(CC(=O)Nc3cc(C)on3)CC2)c1	7%	2%	0.4%	-1%
Cn1c(SCC(=O)Nc2ccc(F)cc2F)nnc1-c1cccnc1	-15%	-7%	12%	-6%
Cc1nc(NC(=O)C23CCC(C)(C(=O)O2)C3(C)C)sc1C (stereo not drawn)	2%	4%	-3.3%	-17%
Cc1c(-c2nnc(SCC(=O)Nc3ccccc3F)o2)nnn1-c1ccc(F)cc1	-1%	-13%	?	-20%[10.9 µM]
Cc1nc(-c2ccc(S(=O)(=O)Nc3ccc(C)c(N(C)C)c3)cc2)co1	-19%	-5%	?	-8%[10.9 µM]
CCc1nnc(NC(=O)c2nc(SCc3ccccc3C)ncc2Cl)s1	-9%	1%	9.3%	-7%[10.9 µM]
COc1ccccc1Nc1cc(C(=O)NCCCN(C)c2ccccc2)c2ccccc2n1	-12%	17%	-2.0%	-8%[10.9 µM]
CCOC(=O)c1cc2c(=O)n3cccc(C)c3nc2n(Cc2ccco2)c1=NC(=O)c1cccnc1	16%	-2%	0.0%	-9%
COc1cc(NC(=O)C2CCCO2)c(OC)cc1NC(=O)c1ccccc1 (stereo not drawn)	-7%	-3%	-1.6%	-12%
COc1ccc(-c2nnc(SCC(=O)Nc3ccc(C)c(C)c3)s2)cc1	?	5%	0.5%	17%[10.9 µM]
CCC(=O)c1ccc(OCC(=O)O)cc1	-15%	7%	0.2%	-14%

In a second layout: 2 of the compounds above.
Compound: Cc1occc1-c1nnc(SCC(=O)NC2CCCC2)n1-c1ccccc1
  p53ts 39C tox: 25%	p53ts 32C kill: -2%	IkB sig inh: .	Imprint erasure: .
Compound: CC(C)(C)C1CCC2(CC1)C(C#N)=C(SCC(=O)NC1CCCCC1)NC(=O)C2C#N (stereo not drawn)
  p53ts 39C tox: 23%	p53ts 32C kill: 40%[activator]	IkB sig inh: ?	Imprint erasure: -12%

(more compounds)
canonical_smiles	p53ts 39C tox	p53ts 32C kill	IkB sig inh	Imprint erasure
CC(=O)c1cccc(NC(=O)c2c(C)nn(-c3ccc(F)cc3)c2-n2cccc2)c1	-4%	5%	?	-18%[10.9 µM]
O=S(=O)(NCC1CCCO1)c1ccc(Br)s1 (stereo not drawn)	-6%	16%	-0.5%	?
CCOCCc1nnc(NC(=O)CN2C(=O)c3ccccc3C2=O)s1	2%	8%	-1.2%	-3%
CCC(C)Sc1oc(-c2ccco2)nc1S(=O)(=O)c1ccc(Cl)cc1 (stereo not drawn)	27%	20%	-0.2%	11%[10.9 µM]
CCc1cccc(NS(=O)(=O)c2ccc3c(c2)oc(=O)n3C)c1	-13%	3%	3.5%	-13%
CCc1nc2sc3ccccc3c(=O)c2c(=O)n1Cc1ccco1	7%	-2%	?	2%
Cc1ccc(Cn2c(=O)n(CCCC(=O)NCc3ccccc3Cl)c(=O)c3ccccc32)cc1	31%[activator]	1%	2.1%	22%[10.9 µM]
O=C(Cn1cc(SCc2ccccc2)c2ccccc21)N1CCCCCC1	-4%	-8%	?	-24%[10.9 µM]
COc1ccc(N2CCCn3c2nc2c3c(=O)n(CCN3CCOCC3)c(=O)n2C)cc1	12%	7%	0.8%	1%
COc1ccccc1CNC(=O)c1cnc(N(C)C)nc1	-12%	3%	-1.1%	-8%[10.9 µM]
Cc1ccc(S(=O)(=O)N(CC(=O)NCCSc2ccc(Cl)cc2)c2cccc(Cl)c2)cc1	-6%	3%	?	-8%[10.9 µM]
CC(C)(C)n1ncc2c(=O)n(CC(=O)NCc3ccco3)cnc21	-17%	-7%	-0.8%	-23%
CCc1ccc(NC(=O)c2nc3nc(C)cc(C(F)F)n3n2)cc1	-8%	-27%	-0.9%	-9%[10.9 µM]
O=C(NCCN1CCOCC1)c1ccccc1Oc1ccccc1	-3%	7%	-0.6%	-8%
Cc1nc2nc(COc3ccccc3)[nH]n2c(=O)c1Cl	-28%	?	?	-88%[inhibitor]
Cc1ccc(OCC(=O)Nc2ccc(OCc3cc(=O)n4c(C)csc4n3)cc2)cc1C	15%	-6%	0.4%	-11%[10.9 µM]
CCOc1ccc(CCNC(=O)C2=C(C)C(=O)OC23CCCCC3)cc1	3%	6%	?	3%[10.9 µM]
CCOc1cc(CNC(=O)c2ccccc2NC(=O)c2nsc3ccccc23)ccc1OC	?	3%	3.5%	-3%[10.9 µM]
CCc1nc2ccccc2n1Cc1cc(=O)n2cc(C)ccc2n1	3%	13%	0.2%	1%
CCN(CC)C(=O)COc1ccc(-c2ccccc2)cc1	-22%	-20%	?	-66%[inhibitor]
COCc1cc(C)n(CC(=O)Nc2ccccc2OC)c(=O)c1C#N	-1%	0%	0.0%	0%
CC1=C(C(=O)Nc2cc(Cl)ccc2C)C(c2ccco2)n2ncnc2N1 (stereo not drawn)	34%[activator]	-5%	0.7%	-10%[10.9 µM]
Cc1cc(C)cc(OCC(=O)Nc2cccc(-c3nc4ccccc4[nH]3)c2)c1	?	?	?	-15%[10.9 µM]
O=C(Cc1coc2ccc3ccccc3c12)N1CCN(c2ncccn2)CC1	0%	9%	?	-8%
Cc1ccc(NCc2nc3ccccc3n2CCOc2ccccc2C)cc1	?	17%	?	-11%[10.9 µM]
Fc1ccc(-c2nc3n(c2-c2ccncc2)CCS3)cc1	6%	15%	.	-16%
CC(C)(C)NC(=O)C(c1ccco1)N(C(=O)Cn1nnc(-c2ccc(F)cc2)n1)c1cccc(F)c1 (stereo not drawn)	4%	6%	1.0%	.
Cc1cc(C(=O)Nc2sc3c(c2C#N)CCCC3)no1	13µM*	6.3µM*	0.0%	-53%[inhibitor]
Clc1ccccc1-c1cc(NCc2ccccc2)ncn1	-18%	-2%	2.5%[11.4 µM]	-14%
NC(=O)c1cc(S(=O)(=O)NCc2ccc(Br)cc2)cs1	-25%	-1%	-1.6%	7%[10.9 µM]
COc1cc(OC)c(NC(=O)CSC2=Nc3ccccc3N=C(c3ccc(F)cc3)C2)cc1Cl	-6%	-1%	?	-7%[10.9 µM]
COc1ccc(C(c2nnnn2CC2CCCO2)N2CCN(c3ccccc3)CC2)cc1 (stereo not drawn)	-9%	21%	0.4%	-12%
O=C(CCCc1ccccc1)NCc1cccnc1	-7%	-3%	0.6%	-1%
Cc1ccc2c(CN3CCN(S(=O)(=O)c4ccc5c(c4)OCCO5)CC3)cc(=O)oc2c1C	-17%	17%	0.1%	-15%
CN(C(=O)c1ccno1)c1nnc(-c2cnccn2)s1	12%	13%	-1.2%	-16%
O=C(OC1CCCCC1)c1ccc(NC(=O)c2ccco2)cc1	-2%	4%	?	-26%
Cc1ccc(C)c(N2CCN(C(=O)c3cc4c(=O)n(Cc5ccccc5)ccc4nc3C)CC2)c1	-13%	14%	?	-5%[10.9 µM]
Cc1ccc(C)c(N2CCN(CCCNC(=O)Cn3ncc4c5ccccc5n(C)c4c3=O)CC2)c1	?	-6%	1.3%	-10%[10.9 µM]
CCOC(=O)C1CCC(CN(Cc2c(Cl)cccc2Cl)S(=O)(=O)c2ccc(F)c(C)c2)CC1 (stereo not drawn)	-17%	7%	0.4%	-19%[10.9 µM]
COc1ccc(-c2noc(-c3ccc(N4CCC(C)CC4)c([N+](=O)[O-])c3)n2)cc1OC	-6%	3%	-1.1%	-12%[10.9 µM]
O=c1[nH]c(N2CCCCC2)nc2c1CCCC2	7%	0%	-1.4%	-5%
CN(C)c1ccc(CNc2nc(-c3ccco3)nn2C(=O)c2cccc([N+](=O)[O-])c2)cc1	?	?	1.0%	-41%[inhibitor][10.9 µM]
COc1ccccc1N1CCN(S(=O)(=O)c2ccc(F)c(C(=O)Nc3ccc(Cl)cc3C(F)(F)F)c2)CC1	-12%	17%	-0.3%	-21%[10.9 µM]
O=C(NCCc1ccccc1)c1cc(-c2ccc3c(c2)OCO3)on1	8%	-13%	1.3%	-20%
CCn1c(SCC(=O)NCCOC)nc2sc(C)c(C)c2c1=O	-7%	-6%	-1.4%	-5%
N#Cc1ccc(C23CC4(C2)[C@H](CN(Cc2ccc(-c5ccccc5)cc2)[C@@H]4c2ccccc2)C3c2ccc(C(F)(F)F)cc2)cc1 (stereo partly drawn)	9%	7%	.	-7%
O=C(c1ccncc1)N1CCC2(CC1)CCN(c1ccncc1)CC2	1%	-5%	0.4%[11.4 µM]	.
CCOC(=O)Cn1c(=O)n(CC2CCCO2)c2nc(-c3ccc(C(C)C)cc3)nc(C(N)=O)c21 (stereo not drawn)	4%	-3%	1.3%	-5%[10.9 µM]

Entries of single compounds from above. Values in the order: p53ts 39C tox	p53ts 32C kill	IkB sig inh	Imprint erasure
CN(C)c1ccc(CNc2nc(-c3ccco3)nn2C(=O)c2cccc([N+](=O)[O-])c2)cc1 is listed with ?	?	1.0%	-41%[inhibitor][10.9 µM]
CCn1c(SCC(=O)NCCOC)nc2sc(C)c(C)c2c1=O is listed with -7%	-6%	-1.4%	-5%

More results follow.
canonical_smiles	p53ts 39C tox	p53ts 32C kill	IkB sig inh	Imprint erasure
CC(C)NC(=O)N1CC[C@@]2(CCCN(C(=O)c3ccco3)C2)C1	1%	3%	-0.4%[11.4 µM]	.
CCOC(=O)c1oc2c(c1C)-c1nn(Cc3cccc(Cl)c3)cc1CC2	-17%	5%	?	20%[10.9 µM]
COC(=O)c1cc(-c2cccc(OC)c2)n[nH]1	-8%	2%	-1.1%	-45%[inhibitor]
O=C(c1ccco1)N1CCN=C1SCc1cccc(F)c1	-4%	0%	-2.0%	-9%
CC(C)Cc1nn2c(=O)cc(COC(=O)c3ccc(NC(=O)C4CCCCC4)cc3)nc2s1	-6%	1%	-1.6%	-10%[10.9 µM]
Cc1cccc2cc3c(NC(=O)c4ccccn4)nn(C)c3nc12	-5%	-6%	-1.0%	-11%
